NR1D1 modulator: Rev-erb alpha (human) modulation | Rev-erbα–FITC-DNA binding, fluorescence polarization, 90 min | activity, % at 10 µM | hit rate 0.79% among 370,000 | AID 1259318;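 active = activity above about 14%, limit read from the data; passing the limit was not always enough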;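 note: 0% = DMSO wells with 35 nM protein and 100% = DMSO wells with 750 nM protein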
PLCb3 inh: blocks human PLC-beta3 enzyme activity. hit rate 0.18% among 370,000. AID 720704. Purified PLC-beta3, fluorogenic substrate, fluorescence. inhibition, % at 12.2 µM. Q01970; in the data active = inhibition above about 11%;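 note: 0% = median of compound wells on plate and 100% = full blocker control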
ARFGAP1 inh: inhibitors of rat ARFGAP1. Q62848. inhibition, % at 16.5 µM. Arfgap1-stimulated ARF1 GTP hydrolysis, GDP FP detection. hit rate 0.26% among 360,000. AID 651572;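 active = inhibition above a per-plate limit, mean inhibition of low control wells plus 3 SD, cut at about 25% in these data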;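 note: 0% = DMSO wells with enzyme and 100% = wells lacking Arfgap1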
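Assay system: Rat Arfgap1 GAP domain (His6, aa 1-136), purified enzyme | Buffer or medium: HEPES 25 mM pH 7.5, NaCl 150 mM, MgCl2, DTT | Schedule: GTP hydrolysis reaction 2 h at 25 °C | Signal: FP of antibody-bound GDP Alexa 633 tracer, ex 620/em 688 nm | Measure: Percent inhibition of Arfgap1-stimulated GTP hydrolysis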
DDE Tn6 FP inh: inhibitors of Tn6 peptide binding to human fibrin DD(E); Fibrin DD(E) TRITC-Tn6 fluorescence polarization displacement; inhibition, % at 8.3 µM; hit rate 0.21% among 370,000;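 active = inhibition above a per-campaign cutoff: mean of compounds within control limits plus 3 SD, cut at about 15% in these data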;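 note: 0% = median of all compound wells on the plate and 100% = blocking peptide control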
Target sequence (P02675 whole entry, looked up): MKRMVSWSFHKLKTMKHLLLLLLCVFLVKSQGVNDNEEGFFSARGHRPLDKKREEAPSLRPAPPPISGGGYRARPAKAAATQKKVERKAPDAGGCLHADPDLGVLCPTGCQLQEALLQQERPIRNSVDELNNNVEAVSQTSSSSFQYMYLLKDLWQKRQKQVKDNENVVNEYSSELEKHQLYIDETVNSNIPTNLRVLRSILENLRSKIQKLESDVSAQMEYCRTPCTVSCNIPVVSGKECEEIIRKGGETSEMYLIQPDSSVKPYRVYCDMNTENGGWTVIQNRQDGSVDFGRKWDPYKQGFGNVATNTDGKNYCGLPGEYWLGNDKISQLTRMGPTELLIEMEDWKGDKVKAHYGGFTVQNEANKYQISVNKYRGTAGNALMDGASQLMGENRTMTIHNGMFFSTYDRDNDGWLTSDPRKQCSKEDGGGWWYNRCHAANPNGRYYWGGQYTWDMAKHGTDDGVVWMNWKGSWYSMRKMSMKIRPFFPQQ
DDE Tn7 FP inh: DD(E)-Tn7 binding inhibition, primary FP screen; P02675; FP displacement of FITC-Tn7 peptide from fibrin DD(E); 0% = median of compound wells per plate; inhibition, % at 8.3 µM; hit rate 0.13% among 370,000; AID 720508;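 active = inhibition above the mean of compounds falling within the control limits plus 3 SD of them, cut at about 14% in these data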;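 note: 0% = plate median of compound wells and 100% = 10 µM Aha-Tn7 peptide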
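Also added: labelled Tn7 tracer, 0.1 µM; Assay system: human fibrin DD(E) protein; Amount: 2 µM fibrin DD(E); Schedule: 10 min compound pre-incubation, 3 h probe incubation at room temperature; Repeats: one replicate per compound; Read-out basis: percent inhibition; Measured by: fluorescence polarization of the labelled Tn7 tracer.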
PLC-gamma1 inh: inhibitors of human phospholipase C gamma1; purified PLC-gamma1, fluorogenic substrate, fluorescence; P19174; hit rate 0.84% among 370,000; inhibition, % at 12.2 µM; in the data active = inhibition above about 9.5%
UHRF1 MBD2 ctr: UHRF1 methyl-DNA binding inhibition. Q96T88. UHRF1 binding to methylated oligo, TR-FRET. hit rate 0.75% among 370,000. inhibition, % at 4.4 µM. AID 687016; in the data active = inhibition above about 21%;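 note: UHRF1 SRA domain binding a hemimethylated CpG hairpin DNA probe; 0% = median of test compound wells and 100% = reference inhibitor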
KLK7 zymogen act: activates the human kallikrein-7 zymogen; P49862; purified proKLK7, EDANS-DABCYL substrate fluorescence; 100% is mature enzyme control, 0% vehicle; activation, % at 7 µM; hit rate 0.9% among 370,000;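 active = activation above the mean of all tested compounds plus 3 SD, computed per campaign excluding outliers beyond control limits, cut at about 13% in these data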
ASAP1 GAP inh: blocks human ASAP1-stimulated Arf1 GTP hydrolysis; GDP FP detection; AID 624377; hit rate 0.19% among 360,000; Q9ULH1; inhibition, % at 16.5 µM; in the data active = inhibition above about 25%;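 note: 0% = vehicle with enzyme and substrate and 100% = no enzyme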
Target sequence (Q9ULH1 325-724 limits assumed): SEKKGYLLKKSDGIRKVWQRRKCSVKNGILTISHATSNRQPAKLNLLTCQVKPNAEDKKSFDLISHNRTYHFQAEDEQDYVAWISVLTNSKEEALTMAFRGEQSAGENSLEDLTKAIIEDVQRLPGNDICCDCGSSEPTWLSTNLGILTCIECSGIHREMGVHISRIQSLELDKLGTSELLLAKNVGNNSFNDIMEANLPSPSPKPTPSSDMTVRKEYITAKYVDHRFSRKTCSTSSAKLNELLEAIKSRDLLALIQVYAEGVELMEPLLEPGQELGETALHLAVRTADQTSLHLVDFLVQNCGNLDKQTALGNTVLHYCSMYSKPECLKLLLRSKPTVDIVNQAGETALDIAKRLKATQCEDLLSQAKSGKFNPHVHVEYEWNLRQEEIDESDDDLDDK
sPLA2-III inh: Blocks human group III sPLA2 activity; QFRET BODIPY PC-A2 liposome hydrolysis, fluorescence; inhibition, % at 12.2 µM; hit rate 0.56% among 370,000; AID 743126;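 active = inhibition above mean plus 3 SD of compounds lying within the high and low control bounds, cut at about 19% in these data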;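 note: 0% = median of test compound wells and 100% = no enzyme DMSO wells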
* = called active by the depositor; . = not tested or not shown.

SMILES	NR1D1 modulator	PLCb3 inh	ARFGAP1 inh	DDE Tn6 FP inh	DDE Tn7 FP inh	PLC-gamma1 inh	UHRF1 MBD2 ctr	KLK7 zymogen act	ASAP1 GAP inh	sPLA2-III inh
COc1ccc(C(C)NC(=O)c2cccc([N+](=O)[O-])c2)cc1OC (configuration not stated)	-6	1	0	-4	-7	3	-3	0.0	10	-1
CC(=O)N1CCC2(CC1)C/C(=N\NC(=S)Nc1ccccc1C)c1cc(O)ccc1O2	-4	-107	3	4	7	-74	-2	-7.3	1	6
COc1cccc(CNC(=O)Cn2nc(-c3ccc(Cl)cc3)ccc2=O)c1	-3	-2	-4	6	6	-7	1	0.5	-3	-8
Cc1ccc(-n2nnnc2CNC(=O)C2CC(=O)N(c3ccccc3)C2)cc1C (configuration not stated)	-1	-3	-4	0	-6	13*	0	-0.1	-2	-6
O=C(COc1ccc(S(=O)(=O)NCc2ccccc2)cc1Cl)NCc1ccccn1	1	-5	-1	3	1	1	0	-0.3	5	-8
CCCCC(=O)N(C)c1c(CC)nc2c(OCC(=O)c3ccc(F)cc3)cccn12	-3	-10	-9	1	5	-7	5	0.8	7	-19
Cc1ccc(S(=O)(=O)NC2CCC(C(=O)O)CC2)cc1 (configuration not stated)	0	5	-13	0	6	3	0	0.4	-6	11
COCCn1c(SCC(=O)NCc2cccs2)nnc1-c1ccc(OC)cc1	-2	0	8	1	-3	0	0	0.2	-6	13
CCSc1nsc(NC(=O)Nc2ccccc2Cl)n1	5	-6	8	-7	0	0	1	-0.1	-1	-11
Cc1nnc(SCC(=O)N2c3ccccc3Sc3ccccc32)n1N	2	0	6	1	6	1	1	-0.1	4	11
Cc1cn2c(nc1=O)OC1C(O)C(COC(=O)c3ccccc3)OC12 (configuration not stated)	-5	3	9	-2	1	4	-1	0.2	1	1
O=[N+]([O-])c1cccc(-c2c(-c3ccccc3)ncc3ccc(F)cc23)c1	0	11*	0	6	-9	6	3	0.2	15	13

Ordered by value in sPLA2-III inh (falling): 6 from the list above
SMILES	NR1D1 modulator	PLCb3 inh	ARFGAP1 inh	DDE Tn6 FP inh	DDE Tn7 FP inh	PLC-gamma1 inh	UHRF1 MBD2 ctr	KLK7 zymogen act	ASAP1 GAP inh	sPLA2-III inh
O=[N+]([O-])c1cccc(-c2c(-c3ccccc3)ncc3ccc(F)cc23)c1	0	11*	0	6	-9	6	3	0.2	15	13
Cc1ccc(S(=O)(=O)NC2CCC(C(=O)O)CC2)cc1 (configuration not stated)	0	5	-13	0	6	3	0	0.4	-6	11
Cc1cn2c(nc1=O)OC1C(O)C(COC(=O)c3ccccc3)OC12 (configuration not stated)	-5	3	9	-2	1	4	-1	0.2	1	1
COc1ccc(C(C)NC(=O)c2cccc([N+](=O)[O-])c2)cc1OC (configuration not stated)	-6	1	0	-4	-7	3	-3	0.0	10	-1
O=C(COc1ccc(S(=O)(=O)NCc2ccccc2)cc1Cl)NCc1ccccn1	1	-5	-1	3	1	1	0	-0.3	5	-8
CCSc1nsc(NC(=O)Nc2ccccc2Cl)n1	5	-6	8	-7	0	0	1	-0.1	-1	-11

Further compounds follow.
SMILES	NR1D1 modulator	PLCb3 inh	ARFGAP1 inh	DDE Tn6 FP inh	DDE Tn7 FP inh	PLC-gamma1 inh	UHRF1 MBD2 ctr	KLK7 zymogen act	ASAP1 GAP inh	sPLA2-III inh
CN(C)Cc1nc2c(c(=O)[nH]1)C1(CCCCC1)Cc1ccccc1-2	-1	4	-5	7	-4	6	5	0.4	-13	-1
COc1nccnc1NS(=O)(=O)c1ccc(N=Cc2c(C)[nH]n(-c3ccc(Cl)cc3)c2=O)cc1	1	2	-7	8	1	0	-9	-0.2	8	2
O=C(CCNC(=O)Cn1cnc2ccccc2c1=O)NCC1CCCO1 (configuration not stated)	-3	0	-7	-1	6	2	-2	-0.4	-14	2
O=C1OC(c2ccccc2)(c2ccc(O)cc2)c2ccccc21 (configuration not stated)	-2	0	-10	3	-6	-2	-2	-0.2	-15	-39
O=C(Cn1cnc2ccccc2c1=O)NCc1ccc2c(c1)OCO2	5	-1	9	2	0	2	1	-0.2	-2	7
COc1ccc(OC)c(C2CC(=O)C3=C(C2)NC(=O)CC3c2ccc(O)c(OC)c2)c1 (configuration not stated)	1	0	-1	0	6	0	-2	0.5	20	-7
Cc1c(CCC(=O)NCCCCCC(=O)O)c(=O)oc2cc3occ(-c4ccccc4)c3cc12	-4	-65	-6	-2	-3	-40	1	-0.8	10	-8
COc1ccc(OC)c(C(C)NC(=O)C(C)Cc2ccccc2)c1 (configuration not stated)	1	0	-10	0	10	0	-1	0.1	-4	3
Cc1cc(NC(=O)/C=C/c2cccc(Cl)c2)n(-c2nc3ccccc3[nH]2)n1	2	0	-2	-2	-2	6	5	-0.7	17	4
CC1CCc2sc(C(=O)N(C)CC(=O)Nc3ccc(N4CCOCC4)cc3)cc2C1 (configuration not stated)	0	-14	9	1	1	-4	6	-0.4	-4	1
COc1ccc(C2C(O)C(c3c[nH]c4ccccc34)=NN2C(=O)CCl)cc1 (configuration not stated)	3	-66	26*	6	3	-46	-1	1.2	16	-25
CCC1CCCCN1CCCNC(=O)c1ccc(CS(=O)(=O)c2ccc(Br)cc2)o1 (configuration not stated)	9	-7	-7	1	2	1	1	-0.4	3	2

Arranged by heavy-atom count (descending): part of the list above.
SMILES	NR1D1 modulator	PLCb3 inh	ARFGAP1 inh	DDE Tn6 FP inh	DDE Tn7 FP inh	PLC-gamma1 inh	UHRF1 MBD2 ctr	KLK7 zymogen act	ASAP1 GAP inh	sPLA2-III inh
Cc1cc(NC(=O)/C=C/c2cccc(Cl)c2)n(-c2nc3ccccc3[nH]2)n1	2	0	-2	-2	-2	6	5	-0.7	17	4
O=C(CCNC(=O)Cn1cnc2ccccc2c1=O)NCC1CCCO1 (configuration not stated)	-3	0	-7	-1	6	2	-2	-0.4	-14	2
CN(C)Cc1nc2c(c(=O)[nH]1)C1(CCCCC1)Cc1ccccc1-2	-1	4	-5	7	-4	6	5	0.4	-13	-1

More entries:
SMILES	NR1D1 modulator	PLCb3 inh	ARFGAP1 inh	DDE Tn6 FP inh	DDE Tn7 FP inh	PLC-gamma1 inh	UHRF1 MBD2 ctr	KLK7 zymogen act	ASAP1 GAP inh	sPLA2-III inh
Cc1occc1-c1nnc(SCC(=O)c2ccc3c(c2)OCCO3)n1CC1CCCO1 (configuration not stated)	3	-9	2	-5	-2	-3	0	0.2	-11	-14
Cn1nnc(NC(=O)CSc2ncn[nH]2)n1	-1	-1	3	2	7	0	3	-0.1	1	2
O=C1CN(c2ccc(F)cc2)C(=S)N1c1ccccc1	-3	-5	-4	-1	2	7	1	-0.1	17	-33
Cc1ccc2[nH]c(=O)c(CN(Cc3ccccc3)Cc3nnnn3C3CCCC3)cc2c1	2	-255	-10	-4	-3	-167	-2	2.9	8	-2
CN1CCN(c2ccccc2NC(=O)c2ccc(N3CCCC3)c([N+](=O)[O-])c2)CC1	16*	-3	6	4	-10	4	-8	-0.2	12	-12
Cc1[nH]c(C)c(S(=O)(=O)N2CCCCC2)c1C(=O)N1CCCC1	-3	-10	-12	4	1	2	-1	-0.3	4	4
COc1cccc2cc(-c3cn4ccc(C)cc4n3)c(=O)oc12	0	-40	-4	5	2	-31	-1	0.1	-7	5
Cc1cnc(C(=O)NC2CC(C)(C)Cc3c2cnn3-c2cccc(F)c2)cn1 (configuration not stated)	-2	0	-7	-3	-1	6	4	0.3	7	3
CC12CCC(=O)C=C1CCC1C2C(=O)CC2(C)C1CCC2(O)C(=O)CO (configuration not stated)	4	-3	4	1	-3	4	-1	0.2	16	-2
COC(=O)C1=[N+]([O-])OC(C(=O)OC)C1c1c[nH]c2ccccc12 (configuration not stated)	-5	-4	13	-6	-1	-3	-2	-0.2	13	-44
COc1cc(NS(C)(=O)=O)ccc1Nc1c2ccccc2nc2ccccc12	-4	-134	-8	-3	-4	-107	-9	5.2	4	-11
c1ccc2oc(-c3[nH]ncc3CN3CCSCC3)cc2c1	-2	1	4	-2	0	3	-2	0.4	3	-6
O=C1C2C3C=CC([C@@H]2C(=O)N1Cc1cccnc1)C31CC1 (some centres not stated)	-3	1	-11	-6	4	5	-1	-0.7	-8	-6
CCCCN(C(=O)c1cccc(S(=O)(=O)N2CCN(C)CC2)c1)c1c(N)n(CC(C)C)c(=O)[nH]c1=O	2	-7	13	-1	1	0	-1	-0.6	-8	-7
Cc1onc(-c2ccccc2)c1C(=O)OCC(=O)Nc1ccccc1Cl	-6	4	4	-3	8	1	0	1.0	-12	-9
O=C(Nc1ccccc1Cl)c1ccccc1	-2	0	9	2	-1	4	2	0.0	5	0
CCCCCCCC(=O)N[C@H]1CC[C@@]23CCCN2C(=O)CCC[C@H]3[C@H]1C	8	4	.	0	-6	5	-2	.	.	0
Cc1nnc(SCC(=O)N2CC(C)OC(C)C2)n1-c1ccccc1 (configuration not stated)	0	2	6	4	7	-2	-1	0.5	-11	-4
CC1CCCCC1NC(=O)CSc1nnc(-c2ccccc2)n1N (configuration not stated)	6	4	-5	8	-2	-3	7	0.4	-6	-1
Cc1ccc(SC(=O)COc2ccccc2C)cc1	-1	0	8	-6	0	-2	-2	0.0	-7	-2
